# Assay outcomes as filed in PubChem BioAssay.
# A549 viability: A549 cytotoxicity, counter-screen for Nrf2 inhibitors; A549 ARE-Fluc cells, CellTiter-Fluor viability, 18-24 h; Potency, µM (highest dose often 46 µM), for the others: at the top dose activity change, negative = cytotoxicity, hits mostly inhibitors; actives 0.16% (n = 390,000); AID 504648; note: potency is the fitted concentration of half-maximal effect; % is set by controls: 0 for no effect and ±100 for the full control effect
#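 A549 ARE-Fluc cells in 5% FBS OPTI-MEM, 5000 cells/well, rested 2 h then exposed to compounds in concentration-response for 18-24 h at 37 °C. Viability by CellTiter-Fluor fluorescence (Ex 405/Em 525) after 30 min; luciferase luminescence (BugLite, 15 min, RT) read afterwards.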
# EPAC2 agonist: EPAC2 (human) agonism | Q8WZA2 | EPAC2 activation, biochemical qHTS; response scale: 100% = 6.5 mM cAMP response | Potency, µM (series often up to 154 µM), without a hit: top-dose activation, most hits filed as activators | actives 0.079% (n = 360,000) | AID 720711; note: potency is the fitted concentration of half-maximal effect; nearly all actives have a fitted effect of over 50% in size
# Target sequence (Q8WZA2 whole entry, looked up): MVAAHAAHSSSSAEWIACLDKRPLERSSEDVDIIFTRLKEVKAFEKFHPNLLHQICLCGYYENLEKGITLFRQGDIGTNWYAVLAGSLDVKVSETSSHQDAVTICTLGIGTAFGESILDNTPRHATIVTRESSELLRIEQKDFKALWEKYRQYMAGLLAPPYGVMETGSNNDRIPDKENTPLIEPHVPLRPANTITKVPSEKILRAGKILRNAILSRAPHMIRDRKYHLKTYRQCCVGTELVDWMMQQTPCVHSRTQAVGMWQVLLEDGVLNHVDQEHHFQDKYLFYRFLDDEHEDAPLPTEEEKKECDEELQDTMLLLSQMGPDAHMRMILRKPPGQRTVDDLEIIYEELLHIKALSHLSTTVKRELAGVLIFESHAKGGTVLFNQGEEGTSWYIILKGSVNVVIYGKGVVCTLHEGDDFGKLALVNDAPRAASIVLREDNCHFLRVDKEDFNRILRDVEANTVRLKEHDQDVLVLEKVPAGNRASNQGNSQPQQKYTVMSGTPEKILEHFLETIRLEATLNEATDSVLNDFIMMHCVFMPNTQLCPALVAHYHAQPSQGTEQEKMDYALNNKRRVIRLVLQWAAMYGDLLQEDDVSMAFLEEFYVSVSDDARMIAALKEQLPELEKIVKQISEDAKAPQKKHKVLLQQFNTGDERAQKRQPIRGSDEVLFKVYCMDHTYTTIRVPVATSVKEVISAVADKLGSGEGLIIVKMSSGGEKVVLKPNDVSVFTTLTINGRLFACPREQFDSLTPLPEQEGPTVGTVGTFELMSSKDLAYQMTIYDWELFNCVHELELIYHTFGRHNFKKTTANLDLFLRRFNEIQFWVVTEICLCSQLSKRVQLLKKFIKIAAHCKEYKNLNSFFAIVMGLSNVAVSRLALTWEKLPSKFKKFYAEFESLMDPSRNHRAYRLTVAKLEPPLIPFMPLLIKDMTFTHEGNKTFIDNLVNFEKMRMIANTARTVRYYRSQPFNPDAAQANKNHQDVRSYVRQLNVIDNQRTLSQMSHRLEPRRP
#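 Compounds were titrated in qHTS against a Rap1B-BODIPY-GDP (250 nM) complex with EPAC2 (100 nM) and GDP (50 uM). BODIPY-GDP release tracked at 480/540 nm over 30 min at room temperature, normalized to 6.5 mM cAMP.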
# ATXN2 expr inh: reduces ATXN2 reporter expression in HEK-293 cells | HEK-293 ATXN2-luciferase reporter, luminescence, 24 h | AID 1745845 | actives 0.72% (n = 360,000) | Potency, µM (top dose mostly 57 µM), without a hit: at the highest dose activity change, negative = inhibition, most hits filed as inhibitors; note: potency is the fitted concentration of half-maximal effect; % is set by controls: 0 for no effect and ±100 for the full control effect; nearly all actives have a fitted effect of over 55% in size
#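 ATXN2-luciferase reporter cells (luciferase flanked by upstream and downstream ATXN2 gene portions) were treated 24 h at 37 °C with compounds at up to 57 uM. SteadyGlo luminescence gave expression; GF-AFC fluorescence gave viability.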
# ATXN viability: cell viability loss in ATXN counter-screen | S2 cells (HEK-293 line with an ATXN2-luciferase reporter) viability, CellTiter-Fluor protease fluorescence, 24 h | Potency, µM (top dose mostly 56.7 µM), usual class: cytotoxic | actives 0.49% (n = 400,000); note: potency is the fitted concentration of half-maximal effect; nearly all actives have a fitted effect of over 40% in size
# TGFb inhibitor: TGF-b pathway inhibition. HepG2 CAGA-GFP TGF-b/SMAD3 reporter, GFP fluorescence, 18 h; TGF-beta stimulated, 500 pg/mL final. Potency, µM (top dose mostly 46.1 µM), for the others: at the top dose activity, negative = inhibition, actives largely listed as inhibitors. actives 1.2% (n = 410,000). AID 588855; note: potency is the fitted concentration of half-maximal effect; % is set by controls: 0 for no effect and ±100 for the full control effect; nearly all actives have a fitted effect of over 65% in size
#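 Smad-responsive CAGA-GFP expression was quantified in HEPG2 cells exposed to compounds and 500 pg/mL final TGF-beta for 18 h at 37 degrees C; unstimulated wells defined full inhibition.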
# Nrf2 block: blocks Nrf2 signaling. A549 ARE-Fluc reporter, luciferase luminescence, 18-24 h. Potency, µM (series often up to 46 µM), for the others: at the highest dose activity change, negative = inhibition, usual class: inhibitors. actives 2.1% (n = 360,000). AID 504444; note: potency is the fitted concentration of half-maximal effect; % is set by controls: 0 for no effect and ±100 for the full control effect; nearly all actives have a fitted effect of over 60% in size
#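 Two sequential reads on A549 ARE_Fluc cells exposed to compound for 18-24 h: a CellTiter-Fluor fluorescence read for viability, then a luciferase luminescence read for Nrf2/ARE activity.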
# Nrf2 ARE act: activates Nrf2 signaling. AREc32 ARE-luciferase reporter (MCF7-derived line), luminescence, 24 h. Potency, µM (doses to about 46.1 µM), inactives show top-dose activation, actives largely listed as activators. actives 0.31% (n = 410,000); note: potency is the fitted concentration of half-maximal effect; % of control where 0% means no effect; nearly all actives have a fitted effect of over 65% in size
#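 AREc32 cells carrying an ARE-driven firefly luciferase reporter were seeded at 1000 cells/well in OPTI-MEM with 5% FBS, then exposed to compound for 24 hr at 37 deg C. Luminescence was read with Steady-Glo after 30 min at RT.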
# IL2 activator: activators of IL-2; IL-2 activation reporter assay, cell-based qHTS; stimulated with anti-CD3/CD4/CD28 beads; in transgenic mouse T cells; activation, % (series mostly up to about 46 µM); actives 0.065% (n = 360,000); AID 652025; in the data active = activation above about 50%; inconclusive = mostly about 30% to 49%; note: 0% is about no effect
#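 EGFP and DsRed fluorescence is measured by plate cytometry in unstimulated transgenic mouse T cells exposed to compound for 60 minutes, then stimulated 18 hours at 37 degrees C with anti-CD3/anti-CD4 beads plus anti-CD28.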
# HepG2 tox: HepG2 cytotoxicity, counter-screen for TGF-b inhibitors; HepG2 CAGA-GFP viability, ATP luminescence, 18 h; Potency, µM (highest dose often 46.1 µM), without a hit: at the highest dose activity change, negative = cytotoxicity, most hits filed as cytotoxic; actives 0.76% (n = 410,000); AID 588856; note: potency is the fitted concentration of half-maximal effect; some results filed as inactive show a strong effect at the top dose
#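 HepG2 CAGA-GFP cells (1000/well, DMEM with 1% FBS) received compound, then TGF-beta at 500 pg/mL final, and were incubated 18 hours at 37 degrees C. Viability was read by CellTiter-Glo luminescence. Media-only wells were set as complete cell-killing and DMSO as no toxicity.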
# Starred values were filed as active, the others as inactive; i = inactive; ? = inconclusive; . = no result given; [ ] = another dose, or the depositor's remark. Unless noted, calls come from the whole dose curve; as a rule, active = well fitted curve in the direction sought with a large enough effect; inconclusive = small, poorly fitted or top-dose-only effect, or another doubt; inactive = no such curve, though single readings can be large; an effect the other way counts as inactive or inconclusive.
SMILES,A549 viability,EPAC2 agonist,ATXN2 expr inh,ATXN viability,TGFb inhibitor,Nrf2 block,Nrf2 ARE act,IL2 activator,HepG2 tox
COc1ccc2c([N+](=O)[O-])c(N3CCOCC3)[nH]c2c1,.,-3%,.,i,2%,.,-1.0%,-1.2,2%
CCOc1ccc(S(=O)(=O)NCc2cccnc2)cc1NC(=O)c1ccccc1,1%,3%,42%[activator],i,10%,1%,5.6%,0.0,0%
COc1ccccc1-n1cnc(N)c1C(C)=O,-4%,2%,-20%,i,1%,-12%,0.2%,1.8,7%
CCCc1cc(CNC(=O)C2CCC(=O)N(CCc3cccc(F)c3)C2)on1 (configuration not stated),-1%,-3%,?,.,-5%,11%,0.5%,-2.1,10%
O=C(NC12CC3CC(CC(C3)C1)C2)c1cccc(OC(F)F)c1,0%,10%,33%,i,-1%,?,-0.7%,-1.0,-19%
COc1ccccc1OCc1nc(C#N)c(NCc2ccc(C)cc2)o1,5%,.,.,.,?,-15%,3.2%,.,-17%
CCCOC(=O)c1ccc(NC(=O)c2ccccc2[N+](=O)[O-])cc1,12%,16%,35%,i,-7%,6%,2.1%,1.3,-2%
CCCC(=O)N1CCC1(C)C(=O)Nc1ccccc1-c1ccccc1 (configuration not stated),.,4%,10%,i,16%,.,-0.2%,1.9,1%
O=C(Cc1ccccc1)NN1C(=O)C2C3C=CC(C4CC34)C2C1=O (configuration not stated),-9%,-1%,-2%,i,4%,1%,-0.2%,-0.8,1%
CCn1c(=O)c(C(C)=O)nc2ccccc21,12%,5%,-21%,i,43%[activator],.,-0.9%,0.2,54%
O=C(O)c1ccc(/C=N/NC(=O)c2ccc(CN3c4cccc5cccc(c45)S3(=O)=O)cc2)cc1,0%,5%,-6%,i,14%,0%,-0.3%,-2.6,8%
COc1cc(/C=N/NC(N)=S)ccc1OCC(=O)Nc1ccc(C)cc1,3%,-8%,-2%,i,19%,9%,-0.1%,-1.0,-10%
COc1ccc(OC)c(S(=O)(=O)Nc2cccc3c(O)cccc23)c1,0%,4%,-33%,i,-7%,6%,1.1%,0.7,-47%
CN(Cc1cccs1)c1nc(-c2cccnc2)nc2ccccc12,-18%,20%,-24%,.,14µM*,?,3.2%,-0.6,-8%
CC(=O)c1ccc(OCC(=O)Nc2nnc(C3CC3)s2)cc1,.,-4%,.,i,-6%,.,2.0%,-3.0,0%
O=c1c2ccccc2nc(/C=C/c2cccnc2)n1CCc1ccccc1,-6%,6%,-15%,?,-6%,-19%,7.9%,-1.8,-57%
O=C(O)C1CCN(C(=O)CSc2nc3ccccc3c(=O)n2Cc2ccccc2)CC1,0%,5%,8%,i,10%,-9%,-0.1%,-0.4,8%
O=C(O)c1cccc(-c2csc(C(O)c3ccc(F)cc3)n2)c1 (configuration not stated),.,10%,10%,i,2%,.,-2.1%,-0.9,-2%
COc1ccc(CC(=O)OCC(=O)NCCc2ccccc2)cc1OC,-3%,13%,1%,i,13%,?,0.1%,-0.1,4%
O=C(C1CCN(C2CCN(Cc3ccc4c(c3)CCO4)CC2)CC1)N1CCCC1,-17%,7%,-21%,i,2%,13%,0.5%,2.0,-14%

# 13 compounds out of the list, arranged by molecular weight, lowest first:
SMILES,A549 viability,EPAC2 agonist,ATXN2 expr inh,ATXN viability,TGFb inhibitor,Nrf2 block,Nrf2 ARE act,IL2 activator,HepG2 tox
COc1ccccc1-n1cnc(N)c1C(C)=O,-4%,2%,-20%,i,1%,-12%,0.2%,1.8,7%
COc1ccc2c([N+](=O)[O-])c(N3CCOCC3)[nH]c2c1,.,-3%,.,i,2%,.,-1.0%,-1.2,2%
CC(=O)c1ccc(OCC(=O)Nc2nnc(C3CC3)s2)cc1,.,-4%,.,i,-6%,.,2.0%,-3.0,0%
O=C(NC12CC3CC(CC(C3)C1)C2)c1cccc(OC(F)F)c1,0%,10%,33%,i,-1%,?,-0.7%,-1.0,-19%
O=C(Cc1ccccc1)NN1C(=O)C2C3C=CC(C4CC34)C2C1=O (configuration not stated),-9%,-1%,-2%,i,4%,1%,-0.2%,-0.8,1%
CCCOC(=O)c1ccc(NC(=O)c2ccccc2[N+](=O)[O-])cc1,12%,16%,35%,i,-7%,6%,2.1%,1.3,-2%
COc1ccccc1OCc1nc(C#N)c(NCc2ccc(C)cc2)o1,5%,.,.,.,?,-15%,3.2%,.,-17%
O=c1c2ccccc2nc(/C=C/c2cccnc2)n1CCc1ccccc1,-6%,6%,-15%,?,-6%,-19%,7.9%,-1.8,-57%
COc1ccc(OC)c(S(=O)(=O)Nc2cccc3c(O)cccc23)c1,0%,4%,-33%,i,-7%,6%,1.1%,0.7,-47%
COc1cc(/C=N/NC(N)=S)ccc1OCC(=O)Nc1ccc(C)cc1,3%,-8%,-2%,i,19%,9%,-0.1%,-1.0,-10%
CCCc1cc(CNC(=O)C2CCC(=O)N(CCc3cccc(F)c3)C2)on1 (configuration not stated),-1%,-3%,?,.,-5%,11%,0.5%,-2.1,10%
CCOc1ccc(S(=O)(=O)NCc2cccnc2)cc1NC(=O)c1ccccc1,1%,3%,42%[activator],i,10%,1%,5.6%,0.0,0%
O=C(O)C1CCN(C(=O)CSc2nc3ccccc3c(=O)n2Cc2ccccc2)CC1,0%,5%,8%,i,10%,-9%,-0.1%,-0.4,8%

# (more compounds)
SMILES,A549 viability,EPAC2 agonist,ATXN2 expr inh,ATXN viability,TGFb inhibitor,Nrf2 block,Nrf2 ARE act,IL2 activator,HepG2 tox
CCN(c1ccccc1)S(=O)(=O)c1ccc(Cl)c(C(=O)NCCc2ccc(OC)cc2)c1,1%,12%,-8%,i,-14%,2%,-0.3%,0.2,3%
COc1ccc(C(C)(C)C)cc1NS(=O)(=O)c1cccc2cccnc12,-20%,20%,-3%,i,?,?,4.1%,-6.1,-20%
COc1cc(C(=O)Nc2ccc(S(=O)(=O)Nc3nccc(C)n3)cc2)cc(OC)c1OC,-3%,2%,37%,i,-16%,2%,0.6%,1.6,28%
O=C(c1ccc(CS(=O)c2ccc(F)cc2)o1)N1CCN(C2CCCCC2)CC1 (configuration not stated),0%,2%,7%,i,-3%,3%,-0.1%,0.1,-15%
O=C1CN(C(=O)c2ccc3nc(Cc4cccc(Cl)c4)oc3c2)CCN1,-2%,0%,6%,i,12%,0%,0.1%,-0.4,-3%
COc1ccccc1CNC(=O)CSCc1cnn(-c2ccccc2)c1-n1cccc1,-6%,19%,-8%,i,?,?,2.6%,-0.7,-23%
CCCC(=O)NC(c1ccco1)c1c(O)ccc2ccccc12 (configuration not stated),-8%,8%,-1%,?,-1%,6%,6.5%,2.0,-20%
COc1ccc(-n2cc(-c3ccc(Br)cc3)[nH]c2=S)cc1,-7%,-7%,17%,i,0%,2%,3.6%,-0.5,1%
COCCNC(=O)c1ccc2c(c1)CCN2S(C)(=O)=O,1%,-3%,9%,i,12%,6%,-0.5%,-0.9,10%
C#CCN(Cc1ccco1)C(=O)c1ccc(OC2CCN(Cc3ccccn3)CC2)cc1,-14%,10%,-16%,i,3%,?,5.5%,-0.7,-27%
COc1ccccc1NC(=O)c1sc2cccc(Cl)c2c1Cl,1%,.,.,.,-19%,19%,10%,.,-17%
O=S(=O)(c1cccs1)N1CCCc2ccccc21,-17%,13%,3%,i,-20%,-9%,-0.1%,1.8,-2%
COc1ccc(NC(=O)C(=O)N2N=C(C(C)C)CC2(O)C(F)(F)F)cc1 (configuration not stated),5%,4%,-2%,i,-6%,3%,-0.6%,2.0,9%
CCOc1ccc(C(=O)NCC(=O)NCC(c2ccco2)N2CCCCC2)cc1OCC (configuration not stated),0%,7%,-4%,i,-2%,9%,-0.2%,0.0,12%
COc1cc(C)ccc1OCCOCCOc1cccc2ccc(C)nc12,-8%,0%,-3%[2.22 µM],?,?,0%,0.6%,-4.1,-35%
COC(=O)Nc1snnc1C,-3%,6%,1%,i,12%,-12%,0.3%,-0.4,7%
Cc1ccc(N(C)C(=O)CCS(=O)(=O)c2ccc3c(c2)oc(=O)n3C)cc1,5%,-1%,-3%,i,-11%,10%,1.6%,0.1,-7%
CCC(=O)c1cc2c(cc1NC(=O)c1cccs1)OCCO2,6%,9%,2%,i,?,?,3.4%,-2.3,-30%
CC(=O)Nc1scc(C)c1-c1nc2ccccc2s1,-4%,8%,8%,.,3%,2%,23%,-2.3,9%
COc1ccc(-n2c(CN3CCC(C(N)=O)CC3)nc3ccc([N+](=O)[O-])cc3c2=O)c(OC)c1,1%,6%,.,i,-26%,9%,-1.2%,0.4,-36%
CNc1ncnc2c1ncn2[C@H]1CN(CCOC)C[C@@H](CO)O1,.,8%,18%,i,-13%,.,-0.3%,0.6,-10%
CC(C)(C)c1cc[n+](/C(C(=S)Nc2ccccc2F)=C(/[O-])c2ccc3c(c2)OCCO3)cc1,-2%,5%,.,i,0%,17%,5.8%,3.6,-4%
COc1ccc(C2=Nn3c(C)nnc3SC2)cc1,7%,4%,.,i,23%,1%,3.8%,-0.8,13%
COC(=O)c1ccc(CSc2nc3c(c(=O)n2-c2ccc(Br)cc2)SCC3)o1,-5%,17%,-2%,i,11%,?,0.0%,-1.4,3%
Cc1cc(Cl)ccc1Nc1ncccc1C(N)=O,-9%,5%,20%,?,1%,?,23%,1.4,-15%
